Bioassay records deposited in PubChem BioAssay by National Center for Advancing Translational Sciences (NCATS).
Giardia kill: Small Molecules that selectively kill Giardia lamblia: qHTS; activity change, % at 7.66 µM, hits read low; 340,000 tested, 0.15% active; Giardia lamblia trophozoite viability; in the data active means activity change below about -80%; inconclusive means between about -30% and that limit;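 further: parasites exposed to compound for two days anaerobically before the ATP read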
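Giardia lamblia trophozoites (100 cells/well) were incubated with compounds for 48 h at 37 deg C under anaerobic conditions. Viability was read as ATP content by one-step luminescence after 15-30 min at room temperature.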
uPA surface inh: qHTS for Inhibitors of Cell Surface uPA Generation; AID 540303, 2011; cell surface uPA generation assay, qHTS; Potency, µM (titrated, usually from 38.3 µM), inactives show top-dose activity change, negative = inhibition, usual class: inhibitors; 330,000 tested, 0.31% active; active means well fitted inhibition curve with a large enough effect; inconclusive means small, poorly fitted or top-dose-only effect; inactive means no such curve, though single readings can be large or run the other way; tested in mouse RAW 264.7 cells; further: potency means the concentration at half of the fitted maximal effect; nearly all actives have a fitted effect of over 55% in size
GALK inh: qHTS Assay for Inhibitors of Human Galactokinase (GALK); P51570; Purified GALK, Kinase-Glo residual ATP luminescence; Potency, µM (titrated, usually from 57.5 µM), for inactives: at the top dose activity change, negative = inhibition, hits mostly inhibitors; 270,000 tested, 0.007% active; AID 1868, 2009; further: potency means the concentration at half of the fitted maximal effect
Target sequence (P51570 whole entry, looked up): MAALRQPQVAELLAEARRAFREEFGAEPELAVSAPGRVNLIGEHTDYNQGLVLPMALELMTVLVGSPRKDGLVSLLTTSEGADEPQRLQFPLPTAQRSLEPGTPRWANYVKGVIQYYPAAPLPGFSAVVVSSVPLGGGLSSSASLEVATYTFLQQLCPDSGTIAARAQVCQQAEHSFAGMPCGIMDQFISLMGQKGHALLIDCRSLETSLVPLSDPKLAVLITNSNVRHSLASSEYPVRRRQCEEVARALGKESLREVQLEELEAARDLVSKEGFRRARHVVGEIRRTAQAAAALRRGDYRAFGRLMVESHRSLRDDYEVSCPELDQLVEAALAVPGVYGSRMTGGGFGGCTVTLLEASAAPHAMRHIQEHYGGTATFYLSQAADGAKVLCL
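The enzyme phosphorylates galactose (100 uM) using ATP (35 uM); inhibition is detected as higher residual ATP, quantified by bioluminescence after 1 h reaction at room temperature, pH 8.0.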
USP2a block: qHTS Assay for Inhibitors of Ubiquitin-specific Protease USP2a Using CHOP2 as the Reporter; Ubiquitin carboxyl-terminal hydrolase 2 (Homo sapiens), O75604; USP2 core, Ub-CHOP2 coupled fluorogenic reporter, 485/531; Potency, µM (doses to about 38.3 µM), for the others: at the highest dose activity change, negative = inhibition, hits mostly inhibitors; 330,000 tested, 0.01% active; AID 463254, 2010;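 further: potency means the concentration at half of the fitted maximal effect; plate controls were DMSO wells for no effect and full inhibition by NEM control for full effect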
Target sequence (O75604 whole entry, looked up): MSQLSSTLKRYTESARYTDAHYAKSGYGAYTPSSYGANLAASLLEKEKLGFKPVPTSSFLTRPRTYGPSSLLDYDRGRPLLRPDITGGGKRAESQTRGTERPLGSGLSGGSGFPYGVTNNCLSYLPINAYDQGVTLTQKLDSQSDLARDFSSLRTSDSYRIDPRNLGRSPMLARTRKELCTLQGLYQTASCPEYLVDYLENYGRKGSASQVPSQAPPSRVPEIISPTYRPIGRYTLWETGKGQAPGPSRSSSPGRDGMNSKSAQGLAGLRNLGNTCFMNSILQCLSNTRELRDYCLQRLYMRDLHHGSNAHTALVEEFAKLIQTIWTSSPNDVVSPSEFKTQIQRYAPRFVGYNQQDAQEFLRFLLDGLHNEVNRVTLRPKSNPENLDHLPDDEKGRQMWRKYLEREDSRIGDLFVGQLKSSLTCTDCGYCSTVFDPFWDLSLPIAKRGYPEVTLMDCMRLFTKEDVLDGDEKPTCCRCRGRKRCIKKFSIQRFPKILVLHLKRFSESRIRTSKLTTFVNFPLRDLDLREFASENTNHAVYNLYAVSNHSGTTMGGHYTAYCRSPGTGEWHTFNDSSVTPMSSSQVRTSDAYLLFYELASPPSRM
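Cell-free coupled assay: 10nM USP2 core preincubated 30min RT with compound in Tris-HCl pH 8.0/CaCl2/CHAPS buffer, then 25nM Ub-CHOP2 and 25nM reporter substrate; fluorescence (Ex 485/Em 531) read after 60min RT, normalized to NEM inhibition, concentration-response curves fitted.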
KCNH2 3.1 inh: qHTS for Inhibitors of KCHN2 3.1: Mutant qHTS; AID 720553, 2013; U2OS KCNH2 3.1, thallium flux FluxOr; stronger effect = lower value; 340,000 tested, 0.95% active; Potassium voltage-gated channel subfamily H member 2, brain isoform KCNH2 3.1 (human); activity change, % (tested at about 1.8 µM);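 active means maximum activity change below -70%; inconclusive means maximum activity change from -70% to -50%; inactive means maximum activity change above -50%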;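 further: thallium influx rate constant from kinetic fluorescence after stimulation buffer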
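Steps: virus added to U2OS suspension (4 h, RT, dark); medium with 10% FBS added, cells plated, 37 C overnight; FluxOr/Red40 loading buffer 45 min RT; stimulation buffer, 2 min kinetic read; rate constant normalized.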
Eya2 inh: qHTS Assay for Inhibitors of the Phosphatase Activity of Eya2. 330,000 tested, 0.006% active. Potency, µM (top dose mostly 76.9 µM), for inactives: at the top dose activity, negative = inhibition, most hits filed as inhibitors. recombinant Eya2, OMFP fluorescence dephosphorylation (OMFP is methylfluorescein phosphate). Protein phosphatase EYA2 (Homo sapiens), O00167; further: potency means the concentration at half of the fitted maximal effect
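Eya2 (0.2 uM) preincubated 10 min at ambient with compound, then OMFP substrate added at 50 uM; 10 min reaction in 50 mM HEPES pH 7.5, 50 mM NaCl, 5 uM MgCl2, 0.05% BSA, 1 mM DTT. Fluorescence read at Ex 485/Em 525 nm.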
FBPA coupling cs: qHTS Assay for Inhibitors of Fructose-1,6-bisphosphate Aldolase from Giardia Lamblia: Coupling assay counterscreen; coupling enzyme system counterscreen, AmpLite Red fluorescence; activity change, negative = inhibition, % at 58.2 µM, hits read low; 290,000 tested, 0.67% active; AID 2472, 2010; in the data active means activity change below about -30%
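Coupling enzymes only (glyceraldehyde-3-phosphate) + compound, at 57.5 uM final, 10 min RT; add substrate/coupling/AmpLite Red mix, 20 min RT; fluorescence ex 525/em 598 nm. Actives flag coupling-system interference.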
hERG WT inh: qHTS for Inhibitors of KCHN2 3.1: Wildtype qHTS. Voltage-gated inwardly rectifying potassium channel KCNH2 (Homo sapiens), Q12809. U2OS, BacMam KCNH2, thallium flux FluxOr; stronger effect = lower value. activity change, % at 1.84 µM. 340,000 tested, 0.37% active. AID 720551, 2013;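 active means maximum activity change below -70%; inconclusive means maximum activity change between -70% and -50%; inactive means maximum activity change above -50%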
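U2OS cells transduced with wild-type KCNH2 virus are loaded with FluxOr dye for 45 min, and thallium flux is measured in kinetic reads before and after stimulation buffer. Rate constants are normalized to DMSO controls.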
B2AR arrestin: qHTS assay of beta-arrestin-biased ligands of beta2-adrenergic receptor; 330,000 tested, 0.02% active; AID 492947, 2010; Beta-2 adrenergic receptor (Homo sapiens), P07550; beta-arrestin recruitment to beta2AR, cell-based reporter; Potency, µM (highest dose often 46.1 µM), for inactives: at the highest dose activation, usual class: activators;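 further: potency means the concentration at half of the fitted maximal effect; 0% = DMSO controls and full agonism = EC100 isoproterenol or metaproterenol; nearly all actives have a fitted effect of over 65% in size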
PKM2 act: qHTS Assay for Activators of Human Muscle isoform 2 Pyruvate Kinase; purified PKM2, Kinase-Glo ATP luminescence, activation; response scale: 0% is enzyme alone, no compound; Pyruvate kinase PKM (Homo sapiens), P14618; 260,000 tested, 0.34% active; Potency, µM (top dose mostly 57.5 µM), without a hit: at the highest dose activation, hits mostly activators; further: potency means the concentration at half of the fitted maximal effect; nearly all actives have a fitted effect of over 55% in size
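ATP formation by purified human PK-M2, quantified via coupled luciferase luminescence after 1 h at room temperature with 0.1 mM ADP and 0.5 mM PEP final.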
Chronic BCR inh: qHTS Assay to Find Inhibitors of Chronic Active B-Cell Receptor Signaling; ABC-DLBCL IkBa-CBG/CBR reporter, luminescence ratio, 4 h; Potency, µM (titrated, usually from 46.1 µM), for the others: at the top dose ratio change, negative = lower green/red ratio, actives largely listed as inhibitors; 340,000 tested, 0.05% active; active means well fitted inhibition curve with a large enough effect in the signal ratio, with a control signal flat, not every such curve was filed as active; inconclusive means small, poorly fitted or top-dose-only effect, or effect the other way, or a change in a side signal; the % refers to the signal ratio;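 further: potency means the concentration at half of the fitted maximal effect; plate controls were basal doxycycline-induced cells for no effect and cells given 10 µM MG132 for full effect; MG132 reads +100%, hits lower the ratio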
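TMD8 ABC-DLBCL cells carrying doxycycline-inducible green luciferase fused to IkappaBalpha plus unfused red luciferase were exposed to compounds (up to 46 uM) for 4 hrs at 37C. Activity came from the overlap-corrected green/red luminescence ratio.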
Starred values were filed as active, the others as inactive; ? = inconclusive; . = no result given; [ ] = another dose, or the depositor's remark. Unless noted, the call rests on the fitted dose curve; in most records, active means well fitted curve in the direction sought with a large enough effect; inconclusive means small, poorly fitted or top-dose-only effect, or another doubt; inactive means no such curve, though single readings can be large; an effect the other way counts as inactive or inconclusive. Unless noted, on the % scale 0 is the no-effect control and ±100 the full control effect.

entry	Compound	FBPA coupling cs	Giardia kill	GALK inh	USP2a block	uPA surface inh	PKM2 act	Chronic BCR inh	B2AR arrestin	hERG WT inh	KCNH2 3.1 inh	Eya2 inh
1	CCC1(CC)NC(=O)N(CC(=O)OC(C)C(=O)Nc2ccc(NC(C)=O)cc2)C1=O (stereo not given)	.	-2	.	0%	3%	.	-1%	-0.1%	11	1	-3%
2	O=C(CN1C(=O)NC2(CCCC2)C1=O)Nc1cc(Cl)ccc1N1CCCCC1	.	17	-6%	1%	-4%	0%	0%	-0.5%	9	-5	-1%
3	CCCCCCC[C@@H](C/C=C/CCC(=O)N(C)C/C(=C/Cl)C/C(=C\C(=O)N1CC(OC)=CC1=O)OC)OC	.	?	.	-2%	-6%	.	?	?	-3	-44	-5%
4	CCCC(NCC(O)COc1ccc(-c2ccccc2)cc1)c1ccccc1 (stereo not given)	0	0	-1%	1%	?	0%	-1%	0.0%	7	?	-17%
5	COc1ccc(OCc2nn3c(-c4ccccn4)nnc3s2)cc1	1	1	4%	3%	2%	2%	5%	-0.6%	19	8	-2%
6	O=C(CSc1nc2ccccc2[nH]1)N/N=C/c1ccco1	-4	-4	4%	4%	-1%	-1%	-17%	0.0%	0	11	4%
7	COC(=O)C1=C(C(=O)OC)C2(OC1c1ccc(Br)cc1)C(=O)c1ccccc1C2=O (stereo not given)	7	3	-5%	-5%	3%	22%	3%	-0.4%	-2	1	-18%
8	CC(=O)c1c(C)[nH]c(C(=O)Nc2ccc(C)c(S(=O)(=O)N(C)C)c2)c1C	0	13	8%	0%	4%	11%	?	-0.1%	-27	-9	4%
9	Fc1ccc(C2=Nc3cccc4cccc(c34)N2)cc1	1	25	-1%	0%	4%	5%	2%	0.0%	-2	1	-2%
10	Cc1ccc(NC(=S)N(CCN(C)C)C(C)c2cccnc2)c(C)c1 (stereo not given)	1	-5	-1%	0%	-7%	-8%	?	0.0%	-11	-2	9%
11	CC(C)C[C@@H](CN=[N+]=[N-])N1CCN(CC(C)C)CCC1=O	0	6	.	2%	-30%	-1%	-4%	0.5%	2	-6	-13%
12	Cc1nnc(SCC(=O)NCc2ccccc2)n1-c1ccccc1	1	-11	0%	0%	-3%	-4%	?	0.0%	6	-2	-6%
13	CCOC(=O)C1=c2s/c(=C\c3cccnc3)c(=O)n2C(N)=C(C(=O)OC)C1c1cccnc1 (stereo not given)	3	33[activator]	0%	0%	0%	-5%	?	0.2%	-3	-6	3%
14	Cn1c(=O)c2c(nc(CN3CCCCC3)n2CCc2ccccc2)n(C)c1=O	2	-25	0%	1%	1%	2%	1%	-0.8%	-6	2	-10%
15	OCC1(Cc2ccccc2F)CCCN(Cc2c(F)ccc(F)c2F)C1 (stereo not given)	6	6	1%	-8%	7%	-3%	9%	0.1%	1	4	-14%

3 of the entries above in order of the Chronic BCR inh value, smallest number first.
entry | mol | Chronic BCR inh
6 | O=C(CSc1nc2ccccc2[nH]1)N/N=C/c1ccco1 | -17%
11 | CC(C)C[C@@H](CN=[N+]=[N-])N1CCN(CC(C)C)CCC1=O | -4%
2 | O=C(CN1C(=O)NC2(CCCC2)C1=O)Nc1cc(Cl)ccc1N1CCCCC1 | 0%

Screen by screen, quoted from above:
Compounds 5–15 in PKM2 act read 2%, -1%, 22%, 11%, 5%, -8%, -1%, -4%, -5%, 2%, -3%
Compounds 5–15 in GALK inh read 4%, 4%, -5%, 8%, -1%, -1%, ., 0%, 0%, 0%, 1%
Compounds 5–15 in Eya2 inh read -2%, 4%, -18%, 4%, -2%, 9%, -13%, -6%, 3%, -10%, -14%

(list continues)
entry	Compound	FBPA coupling cs	Giardia kill	GALK inh	USP2a block	uPA surface inh	PKM2 act	Chronic BCR inh	B2AR arrestin	hERG WT inh	KCNH2 3.1 inh	Eya2 inh
16	Cc1cccc(N=CC=C2OC(C)(C)C(C)(C)O2)c1	1	-20	1%	3%	-9%	9%	-1%	9.1%	9	1	-7%
17	COC(=O)c1c(NC(=O)CN2CCN(S(=O)(=O)c3ccccc3[N+](=O)[O-])CC2)sc2c1CCC(C)C2 (stereo not given)	0	32[activator]	-2%	2%	7%	1%	0%	-0.5%	3	8	-1%
18	Cc1ccc(N(C(=O)Cc2c[nH]c3ccccc23)C(C(=O)NC2CCCCC2)c2ccco2)cc1 (stereo not given)	0	14	-4%	4%	-11%	-4%	?	-0.8%	0	-11	-24%
19	CCOc1ccc(C2C(C(=O)O)c3ccccc3C(=O)N2CCN2CCOCC2)cc1 (stereo not given)	-2	-1	-2%	-3%	-1%	0%	-4%	0.1%	7	5	-5%
20	CC(=O)NC(Cc1ccc(F)cc1)C(=O)NC1CCN(c2nnnn2-c2ccccc2)CC1 (stereo not given)	3	21	0%	3%	3%	-7%	5%	-0.1%	27	-8	4%
21	COc1cc(OC)c(C2=NOC(C(=O)N3CCN(C(=O)c4ccco4)CC3)C2)cc1Cl (stereo not given)	3	25	2%	-8%	-3%	0%	-1%	0.0%	-16	-1	-1%
22	CC(C)N(C(=O)[C@H]1C[C@H](CC(=O)NCc2ccco2)C(=O)N2CCc3c([nH]c4ccc(Cl)cc34)[C@]12C)C(C)C	.	-29	.	-6%	?	.	?	0.0%	-13	-9	-16%
23	COc1ccc(-n2nnnc2SCC(=O)c2ccc3c(c2)OCCO3)c(OC)c1	0	-6	-2%	-8%	2%	-3%	-1%	-0.1%	2	9	5%
24	O=[N+]([O-])c1cccc(-c2ccc(/C=N/n3c(-c4ccccc4)n[nH]c3=S)o2)c1	0	-10	-1%	1%	8%	-7%	-16%	0.2%	8	2	-1%
25	CCOC(=O)c1c(-c2ccccc2)csc1NC(=O)/C(C#N)=C/c1ccc(OC)c(OC)c1	-7	24	2%	2%	8%	4%	-1%	-0.6%	-1	-3	5%
26	CC(=O)c1ccc(-n2cc(C#N)c(=O)[nH]c2=O)cc1	1	-14	-1%	-5%	-3%	.	-9%	0.3%	3	-11	-15%
27	Cc1ccc(-c2n[nH]c(=S)nc2-c2ccc(C)cc2)cc1	4	2	-1%	3%	-10%	.	7%	0.5%	1	-3	4%
28	O=C(NCCc1ccccc1)c1ccc(Cl)c([N+](=O)[O-])c1	0	-11	1%	-1%	.	4%	?	-0.3%	-3	0	-18%
29	COc1ccc(-c2ccc3nnc(SCC(N)=O)n3n2)cc1	1	-19	4%	1%	0%	9%	10%	0.2%	6	-10	1%
30	CCN(CC)c1ccc(NC(=O)c2cncc(Br)c2)cc1	5	-5	-7%	1%	5%	-2%	4%	-2.0%	-1	11	1%
31	O=C(O)c1cc(-c2ccc(Cl)cc2)n[nH]1	5	-1	-3%	-2%	-4%	-8%	4%	-0.2%	10	8	-4%
32	O=C(CNC(=O)c1ccccc1)NCCO	0	-7	-2%	1%	0%	-5%	7%	-0.3%	5	2	5%
33	CCN(c1cccc(C)c1)S(=O)(=O)c1nnc(NC(=O)c2ccco2)s1	5	8	-8%	-1%	-13%	.	13%	0.6%	14	11	-3%
34	O=C(CN1C(=O)C(=O)N(Cc2ccccc2)C1=O)Nc1ccc(OC(F)F)cc1	.	-20	.	0%	7%	.	-4%	-0.2%	11	-4	14%
35	COc1ccc(-c2sc3ccccc3c2/C=C/c2ccc(N)cc2)cc1	.	5	.	0%	8%	.	?	0.4%	.	.	9%
36	COc1ccccc1N(C)S(=O)(=O)c1ccc(C(=O)Nc2nccs2)cc1	.	-22	.	2%	14%	.	?	0.0%	-9	1	1%
37	O=C(O)CCn1nnc(-c2cccs2)n1	.	-12	0%	0%	.	1%	?	3.2%	2	4	-6%
